LDHA block: LDHA (human) enzyme inhibition. 0.15% of 480,000 active. activity change, % (values are at about 110 or 230 µM). P00338. purified LDHA, NADH/diaphorase-resazurin fluorescence; hits give low values; in the data active means activity change below about -30%; inconclusive means mostly about -25% to -30%;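 further: plate controls were DMSO wells for no effect and wells without enzyme for full effect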
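Enzyme activity of human lactate dehydrogenase 5 (2 nM; 0.06 mM NADH, 0.2 mM pyruvate, 5 min, RT) is measured via a resazurin/diaphorase fluorescence readout of residual NADH.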
Glioma ERSR ind: ER stress response induction in glioma | 0.02% of 420,000 active | Potency, µM, inactives show at the top dose activation, most hits filed as activators | U87-MG GRP78 promoter luciferase reporter, 16 h; further: potency means the concentration at half of the fitted maximal effect; series mostly up to about 76 µM; % of control where 0% means no effect; nearly all actives have a fitted effect of over 35% in size
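Stably transfected U87-MG human glioma cells carrying a GRP78-based luminescent sensor were seeded at 1000 cells/well, pin-dosed with compounds and incubated 16 h. Luciferase reagent was then added, and end-point luminescence was read after 10 min at room temperature.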
D2 antagonist: D2 dopamine receptor (human) antagonism. inhibition, % at 10 µM. AID 485344. 2% of 340,000 active. HEK293 TREx D2 cells, calcium flux, dopamine EC80; in the data active means inhibition above about 30%; further: 0% is about no effect
Target sequence (P14416 whole entry, looked up): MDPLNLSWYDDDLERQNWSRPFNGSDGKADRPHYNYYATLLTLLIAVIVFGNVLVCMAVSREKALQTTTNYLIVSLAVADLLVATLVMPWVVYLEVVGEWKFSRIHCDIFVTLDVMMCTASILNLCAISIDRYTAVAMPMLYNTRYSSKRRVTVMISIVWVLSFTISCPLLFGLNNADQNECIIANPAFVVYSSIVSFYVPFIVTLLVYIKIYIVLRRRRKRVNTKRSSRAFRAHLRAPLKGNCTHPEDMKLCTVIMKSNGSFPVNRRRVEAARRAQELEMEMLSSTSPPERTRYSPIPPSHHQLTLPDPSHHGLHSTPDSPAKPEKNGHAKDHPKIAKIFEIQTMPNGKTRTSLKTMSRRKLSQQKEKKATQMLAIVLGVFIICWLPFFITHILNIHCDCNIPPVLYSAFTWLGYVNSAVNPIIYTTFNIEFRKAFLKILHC
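HEK293 T-REx D2 cells, tet-induced, calcium dye no-wash. Cpd pintool add, 180 s kinetic, then EC80 DA, 180 s kinetic. Ca flux read.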
RGS4 inh: inhibitors of human regulator of G protein signaling 4 | P49798 | Transcreener GDP fluorescence polarization, RGS4-accelerated GTP hydrolysis | Potency, µM (titrated, usually from 114 µM), for the others: at the top dose activity change, negative = inhibition, hits mostly inhibitors | 0.039% of 390,000 active | AID 504845; further: potency means the concentration at half of the fitted maximal effect; on the % scale 0 is the no-effect control and ±100 the full control effect; nearly all actives have a fitted effect of over 75% in size; some results filed as inactive show a strong effect at the top dose
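MLSMR compounds (23 nl, pin-transferred) preincubated 10 min at room temperature with a 500nM (2x) first reagent, then RGS4 at 900nM (2x) plus Transcreener GDP mix added; fluorescence polarization (620/688 nm) read before and after 90 min at 30 °C.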
ERG-DNA inh: inhibitors of human ERG Ets domain-DNA interaction | 0.028% of 370,000 active | fluorescence polarization, His-ERG Ets domain / labelled DNA | Potency, µM (highest dose often 76.9 µM), inactives show at the highest dose FP activity, negative = inhibition, actives largely listed as inhibitors | P11308 | AID 624246; active means well fitted inhibition curve with a large enough effect in the polarisation, with a control signal flat; inconclusive means small, poorly fitted or top-dose-only effect, or effect the other way, or a change in a side signal; inactive means no such curve, though single readings can be large or run the other way; the % refers to the polarisation;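 further: polarization taken with two DNA probes labelled with fluorescein and Texas red; potency means the concentration at half of the fitted maximal effect; % of control where 0% means no effect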
Target sequence (P11308 whole entry, looked up, the tested form may be a part): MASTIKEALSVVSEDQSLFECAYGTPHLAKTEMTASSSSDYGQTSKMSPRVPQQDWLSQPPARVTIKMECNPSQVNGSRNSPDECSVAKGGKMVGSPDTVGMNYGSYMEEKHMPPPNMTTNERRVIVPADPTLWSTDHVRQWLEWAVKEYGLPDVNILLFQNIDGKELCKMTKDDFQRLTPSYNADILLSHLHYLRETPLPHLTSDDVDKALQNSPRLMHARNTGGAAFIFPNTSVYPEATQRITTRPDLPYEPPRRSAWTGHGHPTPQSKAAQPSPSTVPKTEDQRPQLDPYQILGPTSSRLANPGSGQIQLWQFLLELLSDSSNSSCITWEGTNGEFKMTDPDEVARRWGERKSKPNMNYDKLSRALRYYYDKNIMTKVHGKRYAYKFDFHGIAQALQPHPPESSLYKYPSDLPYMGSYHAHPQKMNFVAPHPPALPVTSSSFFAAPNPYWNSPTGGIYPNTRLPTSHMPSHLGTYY
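His-tagged ERG Ets domain (1 uM in the protein solution; 300mM KCl, 50mM Tris-HCl, 1mM EDTA, 1mM DTT, pH 7.5) received compound, then a probe mix of 5 nM fluorescein-DNA and 100nM Texas-615-DNA. Fluorescence polarization was read for both dyes.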
Vif-APOBEC3G blk: inhibitors of Vif-APOBEC3G interaction. HeLa A3G-eYFP + Vif (tagged APOBEC3G with the HIV-1 protein that degrades it), YFP fluorescence, overnight. AID 602310. Potency, µM (top dose mostly 46.1 µM), for the others: at the highest dose activity, negative = active, usual class: inhibitors. 0.076% of 410,000 active. Q9HC16;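 further: potency means the concentration at half of the fitted maximal effect; on the % scale 0 is the no-effect control and ±100 the full control effect; nearly all actives have a fitted effect of over 60% in size; hits raise eYFP signal because A3G escapes Vif-driven loss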
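HeLa cells stably expressing Vif and C-terminally eYFP-tagged A3G, seeded overnight at 37 deg C, then exposed to compound by pintool overnight at 37 deg C. Rise in yellow fluorescence (Ex 488/Em 500-530, Acumen) marks blocked Vif-driven A3G degradation.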
Vif-A3F inh: inhibitors of Vif-A3F interaction | HeLa A3F-eYFP + Vif (tagged APOBEC3F with the HIV-1 protein that degrades it), YFP fluorescence increase | Potency, µM (titrated, usually from 46.1 µM), inactives show top-dose activity, negative = active | AID 602313 | 0.2% of 390,000 active; further: potency means the concentration at half of the fitted maximal effect; % of control where 0% means no effect; nearly all actives have a fitted effect of over 65% in size
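HeLa cells stably expressing A3F-eYFP plus Vif, plated and incubated overnight at 37 deg C, then exposed to compounds overnight at 37 deg C. Blocked degradation read as raised yellow fluorescence (Ex 488/Em 500-530).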
ALOX12 inh: inhibitors of human 12S-lipoxygenase ALOX12; AID 1671190; Potency, µM (doses to about 108 µM), for the others: at the highest dose activity change, negative = inhibition, usual class: inhibitors; 1.1% of 580,000 active; purified 12hLO, xylenol orange hydroperoxide absorbance; further: potency means the concentration at half of the fitted maximal effect; on the % scale 0 is the no-effect control and ±100 the full control effect
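Hydroperoxide product was detected by ferrous iron/xylenol orange as the 573 to 405 nm absorbance ratio. Arachidonic acid at 40 uM (final) was turned over for 30 min at room temperature by 150 nM human 12hLO, pH 7.0 Hepes buffer, after 15 min compound preincubation.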
D2 agonist: agonists of human D2 dopamine receptor. AID 485358. 0.53% of 340,000 active. HEK293 T-REx D2 cells, calcium flux agonist mode. activation, % at 2 µM. P14416;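 active means activation over 3 SD above normal in the single-dose calcium agonist read, cut at about 30% in these data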; further: 0% is about no effect
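Calcium-flux readout, 1 cycle/sec over 180 s following compound pin transfer, in inducible HEK293 Trex D2 cells (force-coupled); dopamine controls included. Positive calcium responses during this window marked compounds as potential agonists.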
Active calls of the source: *; ? = inconclusive; nt = no result given; & = joins results of further samples; [ ] = remark or other dose. Unless noted, the call rests on the fitted dose curve; in most records, active means well fitted curve in the direction sought with a large enough effect; inconclusive means small, poorly fitted or top-dose-only effect, or another doubt; inactive means no such curve, though single readings can be large; an effect the other way counts as inactive or inconclusive. A portion of the library (hit frequency here may not be typical).

SMILES	LDHA block	Glioma ERSR ind	D2 antagonist	RGS4 inh	ERG-DNA inh	Vif-APOBEC3G blk	Vif-A3F inh	ALOX12 inh	D2 agonist
COc1ccc(OC)c(-n2c(C)ccc2-c2ccc(S(C)(=O)=O)cc2)c1	8	-5%	nt	?	9%	-10%	0%	0%	nt
c1ccc(CNc2cncnc2)cc1	-3	-1%	-5	21%	6%	2%	0%	-2%	0.7
COc1ccc(CC(=O)Nc2cc(=O)n(C)c(=O)n2C)cc1OC	-4	-4%	-3	18%	-1%	-1%	7%	19%	0.5
CC(C)C(=O)Nc1cccc(NC(=O)c2cccc([N+](=O)[O-])c2)c1	2	-3%	-8	-11%	-6%	-7%	2%	-13%	0.2
COc1cc2c(C(=O)N3CCN(C)CC3)c(C)n(-c3ccccc3)c2cc1Br	0	-4%	7	10%	5%	0%	-6%	-13%	0.0
C=CCOc1ccc2ccccc2c1CNc1ncn[nH]1	-3	-3%	8	-4%	2%	-1%	-6%	7%	0.6
CNS(=O)(=O)c1cccc(C(=O)NCC(c2cccs2)N2CCOCC2)c1 (configuration not stated)	1	-4%	3	-7%	9%	0%	-18%	4%	0.3
COc1ccc(Cl)cc1N(C(=O)c1ccco1)C(C(=O)NC1CCCC1)c1cccnc1 (configuration not stated)	-17	-1%	4	16%	0%	-4%	-7%	-9%	-2.2
O=C(/C(=C/O)N=Nc1ccc(Cl)cc1)c1ccncc1	-9	-7%	nt	-1%	-8%	-13%	4%	?	nt
COc1ccc(C(CC(=O)Nc2ccc(C)cc2)NC(=O)C(F)(F)F)cc1 (configuration not stated)	4	0%	13	9%	-4%	1%	-22%	-17%	0.3
Cc1ccc(NC(=O)c2ccc3snnc3c2)cc1Cl	-1	-6%	nt	5%	-1%	-2%	0%	0%	0.6
CC(C)CCn1cnc2c(oc3nc4c(cc32)CCCC4)c1=O	1	-13%	-30	-23%	-3%	1%	-13%	-11%	0.9
COc1ccc([N+](=O)[O-])cc1NC(=O)Cn1ccsc1=N	-1	-2%	31*	-27%	-13%	-1%	6%	-25%	0.6
CC(C)CC1Nc2ccc(C(=O)NCCCN3CCCCC3C)cc2NC1=O (configuration not stated)	-2	0%	-4	-6%	3%	0%	-8%	38%[activator]	0.4
CC(Sc1nc2c(c(=O)n(C)c(=O)n2C)n1Cc1cc2c(cc1Cl)OCO2)C(=O)O (configuration not stated)	0	-5%	1	-22%[56.9 µM]	0%	0%	-12%	25%	1.1
COc1ccc(OCCCC(=O)ON=C(N)c2ccccc2C)cc1	0	-2%	7	0%	3%	3%	-1%	8%	0.0
O=C(O)c1cc2ccccc2cn1	21	0%	nt	24%	2%	0%	-7%	1%	nt
O=C(CCS(=O)(=O)c1ccccc1)Nc1nnc(C(F)(F)F)s1	-3	-9%	-7	19%	3%	?	9%	-10%	0.7
CCOC(=O)c1c(NC(=O)CSc2cn(CCNC(=O)c3c(F)cccc3F)c3ccccc23)sc2c1CCC2	3	-3%	nt	8%	2%	-7%	-1%	0%	0.3
Cc1ccc(C(=O)O/N=C(\N)c2ccc(C(F)(F)F)cn2)cc1	-2	-2%	nt	4%	-5%	0%	3%	1%	nt
O=C(COc1ccccc1Cl)Nc1ccc(CN2CCCCC2)cc1	-4	-7%	6	16%	?	0%	16%	26%	7.1
COc1ccc(CCNC(=O)c2cc(-c3ccccc3)on2)cc1OC	-6	0%	-1	1%	3%	0%	-6%	26%	0.4
COc1ccc(S(=O)(=O)c2c(O)c3ccc(C(=O)Nc4ccccc4)cc3[nH]c2=O)cc1	-1&-4	-3%&-3%	5	-38%[56.9 µM]	8%&0%	-1%&-1%	0%&3%	-2%&-22%	0.1&0.6
CSc1nc2ccc(S(=O)(=O)N3CCCCC3)cc2s1	-8	7%	13	27%	4%	1%	-10%	8%	0.2
O=C(c1ccc2c(c1)N(Cc1cccc(Cl)c1)C(=O)c1ccccc1S2(=O)=O)N1CCCCC1	-6	1%	nt	10%	-2%	-4%	3%	?	nt

More records
SMILES	LDHA block	Glioma ERSR ind	D2 antagonist	RGS4 inh	ERG-DNA inh	Vif-APOBEC3G blk	Vif-A3F inh	ALOX12 inh	D2 agonist
O=C(Nc1cc(Cl)ccc1-n1cncn1)c1cc(S(=O)(=O)N2CCOCC2)ccc1F	-2	-4%	nt	-3%	1%	4%	2%	497%[activator]	nt
O=C(COC(=O)c1ccc([N+](=O)[O-])s1)NCc1ccc(F)cc1	2	-2%	-4	-14%	7%	1%	-14%	-5%	-0.1
COc1ccc(CNC(=O)c2cc3c(-c4ccccc4F)nn(C)c3s2)cc1	-4	-1%	nt	-9%	-2%	-2%	4%	-9%	1.5
COc1ccc(C(=O)Nc2ccncc2)cc1[N+](=O)[O-]	0	0%	-12	-15%	14%	0%	1%	6%	0.2
CC(=O)NC1C(=O)N(CCN2CCOCC2)c2ccc(F)cc21 (configuration not stated)	2	-5%	10	-28%	-2%	1%	0%	40µM*	-0.3
COC(=O)c1sccc1-n1cccc1C(=O)C(=O)N1CCCC1	0	-2%	-24	0%	0%	0%	0%	0%	0.1
Cc1cc(C)c(Cn2c3ccccc3c3cnn(CC(=O)N4CCCCC4)c(=O)c32)c(C)c1	-3	-2%	nt	-22%	-1%	0%	-5%	-29%	0.2
CNC(=O)/C(C#N)=C/c1c(N2CCN(c3ccccc3)CC2)nc2c(C)cccn2c1=O	-4	0%	-7	12%	7%	0%	11%	-14%	5.3
O=C(CCNC(=O)N1CCn2c1nc1ccccc12)NCc1ccccc1Cl	-7	-6%	-6	24%[56.9 µM]	-8%	-2%	2%	1%	-0.7
CCC1C(=O)N=C(SCC(=O)Nc2cccc3ccccc23)NC1=O (configuration not stated)	24	0%	6	-35%	6%	-6%	-8%	-5%	0.2
O=C(NCC1CCCO1)c1cccc(Br)c1 (configuration not stated)	-4	-2%	-13	6%	-3%	-6%	-1%	-19%	-0.3
Cc1ccc(C)c(-n2c(-c3cccnc3)n[nH]c2=S)c1	-10	1%	4	-3%	0%	1%	-29%	-5%	0.4
COC(=O)C1=CNC=C(C(=O)OC)C1c1ccccc1Cl	-9	1%	-8	-28%	-1%	0%	8%	?	-1.1
Cc1ccccc1S(=O)(=O)NCc1ccc(N2CCN(C)CC2)cc1	0	4%	10	15%	7%	1%	3%	0%	-0.4
O=C(c1cc2ccccc2c(=O)o1)N1CCCCCC1	-11	0%	-1	-10%	-1%	-3%	-29%	16%	-2.4
COc1cccc(-c2nc3ccc(C(=O)NC(C)Cc4cccnc4)cc3o2)c1 (configuration not stated)	-12	-1%	-7	-5%	-3%	7%	0%	21%	-0.2
CC(C)C[C@@H](CN1CCCC1CN1C(=S)NC[C@@H]1Cc1ccc(O)cc1)N1C[C@H](Cc2ccccc2)N(CCc2ccccc2)C1=S (some centres not stated)	-10	-2%	nt	32%	-3%	0%	5%	-48%	nt
O=C(Nc1ccc(S(=O)(=O)Nc2ncccn2)cc1)c1nn(Cc2ccccc2)c(=O)c2ccccc12	-9	-3%	-16	-25%	9%	7%	-1%	-12%	-2.6
CCc1ccc(NC(=O)CN2C(C(=O)OC)=C(c3ccccc3)c3ccccc3S2(=O)=O)cc1	-1	-2%	nt	-1%	1%	-6%	2%	-19%	-0.1
CCC(CC)C(=O)Nc1ccc(C(=O)c2ccccc2)cc1	-4	1%	1	3%	4%	-2%	-5%	1%	-0.5
COc1ccc(C)cc1NC(=O)Nc1ccc2c(c1)CCC2	3	3%	23	-2%	6%	3%	4%	-13%	0.3
COc1ccc(C)cc1NC(=O)CN1CCN(S(=O)(=O)c2ccc(Br)cc2)CC1	-2&1	-5%&-2%	34*	18%&4%	-2%&8%	-5%&2%	-18%&4%	0%&-25%	0.3&0.1
Cn1cc(C2CC(c3ccccc3)=NN2C(=O)c2ccccc2)c2ccccc21 (configuration not stated)	-8	2%	-9	27%	6%	-21%	-8%	10%	-1.1
O=S(=O)(Nc1ccc(S(=O)(=O)N2CCOCC2)cc1)c1ccccc1	1	-1%	13	0%	12%	-5%	1%	13%	-0.5
O=C(CSc1ccccn1)N1CCN(c2ncc(C(F)(F)F)cc2Cl)CC1	4	-5%	16	-18%	-9%	1%	7%	0%	nt

Look-ups from the results shown:
For LDHA block, O=C(Nc1cc(Cl)ccc1-n1cncn1)c1cc(S(=O)(=O)N2CCOCC2)ccc1F is listed with -2
For Vif-APOBEC3G blk, CNC(=O)/C(C#N)=C/c1c(N2CCN(c3ccccc3)CC2)nc2c(C)cccn2c1=O is listed with 0%

(continued)
SMILES	LDHA block	Glioma ERSR ind	D2 antagonist	RGS4 inh	ERG-DNA inh	Vif-APOBEC3G blk	Vif-A3F inh	ALOX12 inh	D2 agonist
O=C(CSc1nnc(-c2ccccc2)o1)c1ccc2c(c1)OCCO2	-4	3%	3	0%	9%	0%	7%	73%[activator]	0.2
CC(C)(C)S(=O)(=O)c1c(C(=O)O)cccc1C(=O)O	0	-9%	-5	-8%	-4%	2%	-2%	13%	-1.2
O=C(NC1CCS(=O)(=O)C1)Oc1ccc(Cl)cc1 (configuration not stated)	0	-3%	-1	-47%	-3%	1%	-12%	-12%	0.0
CC(=O)Nc1ccc(NC(=O)c2ccccc2N(C)S(=O)(=O)c2ccccc2)cc1	-2	-6%	0	?	0%	-6%	-4%	3%	0.4
CCOC(=O)N1CCC(n2c(SCC(=O)OCc3ccccc3)nc3ccsc3c2=O)CC1	-5	-1%	-5	27%	-2%	1%	-16%	9%	0.8
CCc1c(C)nc(SCc2cccnc2)[nH]c1=O	-4	4%	2	-10%	2%	1%	6%	nt	0.0
